CHRM5 PAM – human M5 muscarinic receptor positive allosteric modulators, primary screen, CHO-K1 cells, Fluo-8 calcium fluorescence; CHO-K1 hM5, ACh EC20 PAM; 0% = ACh EC20, 100% = ACh EC100; activation, % at 3 µM; 0.3% of 360,000 active; AID 624038, 2012;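 active = activation above the run cutoff, the mean activation of all test compounds plus 3 SD, cut at about 18% in these data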
Target sequence (P08912 whole entry, looked up): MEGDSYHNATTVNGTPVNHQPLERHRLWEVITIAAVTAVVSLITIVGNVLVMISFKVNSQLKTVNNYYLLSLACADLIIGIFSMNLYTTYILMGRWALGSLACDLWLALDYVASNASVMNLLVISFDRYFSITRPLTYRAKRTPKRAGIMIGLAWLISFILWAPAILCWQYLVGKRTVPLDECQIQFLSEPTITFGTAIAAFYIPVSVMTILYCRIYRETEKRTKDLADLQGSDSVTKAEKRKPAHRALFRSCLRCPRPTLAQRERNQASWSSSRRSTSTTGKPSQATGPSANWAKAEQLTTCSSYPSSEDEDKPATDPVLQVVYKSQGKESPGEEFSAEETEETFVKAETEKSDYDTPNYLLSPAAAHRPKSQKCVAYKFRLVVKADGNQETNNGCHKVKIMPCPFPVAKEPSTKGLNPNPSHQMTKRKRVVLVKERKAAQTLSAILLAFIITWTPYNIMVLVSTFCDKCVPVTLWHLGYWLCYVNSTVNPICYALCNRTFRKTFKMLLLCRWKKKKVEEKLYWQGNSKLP
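Replicates: One well per compound, no replicates | System: Human M5 receptor in CHO-K1 cells | Benchmarks: Low control EC20 acetylcholine (0%), high control EC100 acetylcholine (100%) | Probe or stimulus: Acetylcholine, EC20 level | Times: Fluo-8 loading 80 min at 37 °C plus 30 min room temperature | Signal: Intracellular calcium via Fluo-8 fluorescence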
M5 ag – human M5 muscarinic receptor agonists, primary screen, CHO-K1 cells, Fluo-8 calcium fluorescence. CHO-K1 hM5 cells; 0% DMSO wells, 100% maximal acetylcholine response. Muscarinic acetylcholine receptor M5 (Homo sapiens), P08912. activation, % at 3 µM. 0.19% of 360,000 active. AID 624037, 2012;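 active = activation above the run's mean over test compounds plus 3 SD, cut at about 23% in these data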;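 note: signal is peak over basal fluorescence ratio across the kinetic read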
M5 antag – human M5 muscarinic receptor antagonists, primary screen, CHO cells, Fluo-8 calcium fluorescence | Muscarinic acetylcholine receptor M5 (Homo sapiens), P08912 | inhibition, % at 3 µM | 0.59% of 360,000 active | CHO-hM5 cells, ACh EC80;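 active = inhibition above a per-plate cutoff, the mean of that plate's test compounds plus 3 SD, cut at about 27% in these data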;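 note: 0% = acetylcholine EC80 with DMSO and 100% = DMSO without agonist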
CHO-K1 Ca antag – counter-screen for M1 antagonists: effect in parental CHO-K1 cells; inhibition, % at 3 µM; 0.6% of 360,000 active; ATP-induced calcium, Fluo-8 fluorescence;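 active = inhibition above a per-plate cutoff, the plate's mean sample inhibition plus 3 SD, cut at about 24% in these data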;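 note: 0% = DMSO plus EC80 ATP and 100% = DMSO alone without ATP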
CHRM4 antagonist – human M4 muscarinic receptor antagonists, primary screen, CHO cells, Fluo-8 calcium fluorescence. CHO-hM4 cells, ACh EC80. inhibition, % at 3 µM. 0.73% of 360,000 active. AID 624125, 2012;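 active = inhibition above its plate's cutoff, the mean inhibition of sample wells plus 3 SD, cut at about 27% in these data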;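 note: 0% = acetylcholine EC80 with DMSO and 100% = DMSO without agonist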
Target sequence (P08173 whole entry, looked up): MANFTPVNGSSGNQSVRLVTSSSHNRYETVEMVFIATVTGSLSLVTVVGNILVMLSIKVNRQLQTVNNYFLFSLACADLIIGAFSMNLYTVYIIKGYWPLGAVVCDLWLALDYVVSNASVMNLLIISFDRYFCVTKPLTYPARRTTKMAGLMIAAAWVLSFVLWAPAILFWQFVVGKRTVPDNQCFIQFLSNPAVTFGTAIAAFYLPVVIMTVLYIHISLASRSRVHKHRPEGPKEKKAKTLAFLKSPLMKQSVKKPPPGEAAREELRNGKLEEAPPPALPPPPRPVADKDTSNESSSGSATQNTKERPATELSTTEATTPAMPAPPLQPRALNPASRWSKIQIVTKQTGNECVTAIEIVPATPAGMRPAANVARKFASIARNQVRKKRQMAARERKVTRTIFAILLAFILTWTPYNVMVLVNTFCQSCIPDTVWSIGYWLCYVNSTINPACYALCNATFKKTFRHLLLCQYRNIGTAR
CHRM4 PAM – human M4 muscarinic receptor positive allosteric modulators, primary screen, CHO-K1 cells, Fluo-8 calcium fluorescence; Muscarinic acetylcholine receptor M4 (Homo sapiens), P08173; CHO-K1 hM4/Gqi5, ACh EC20; 0% = ACh EC20, 100% = maximal ACh; activation, % at 3 µM; 0.4% of 360,000 active;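 active = activation above its plate's cutoff, the mean activation of sample wells plus 3 SD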; note: some results filed as inactive read as strong as hits
CHRM4 agonist – human M4 muscarinic receptor agonists, primary screen, CHO-K1 cells, Fluo-8 calcium fluorescence; Muscarinic acetylcholine receptor M4 (Homo sapiens), P08173; CHO-K1 hM4/Gqi5; vehicle 0%, full acetylcholine response 100%; activation, % at 3 µM; 0.14% of 360,000 active; AID 624127, 2012;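 active = activation above the run mean over all test wells plus 3 SD, cut at about 32% in these data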;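 note: peak over basal fluorescence ratio per well then scaled between controls; 0% = DMSO wells and 100% = acetylcholine at EC100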
M1 PAM parental – nonselective calcium activators in parental CHO-K1 cells, primary screen, counter-screen for M1 PAM project, cell-based, Fluo-8 calcium fluorescence, full deck, 1536-well; ATP EC20; 0% at ATP EC20, 100% at ATP max; activation, % at 3 µM; 0.02% of 360,000 active;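 active = activation above the run cutoff, the mean activation of all test compounds plus 3 SD, cut at about 40% in these data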;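 note: peak over basal fluorescence ratio in a 140 s read after ATP addition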
M1 ag parental – counter-screen for M1 agonists: effect in parental CHO-K1 cells; 0.48% of 360,000 active; Fluo-8 calcium fluorescence; scaled to maximal ATP response, vehicle zero; AID 602248, 2012; activation, % at 3 µM; in the data active = activation above about 15%;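 note: untransfected CHO-K1 host cells lacking M1 receptor as counterscreen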
Starred values were filed as active, the others as inactive.

SMILES	CHRM5 PAM	M5 ag	M5 antag	CHO-K1 Ca antag	CHRM4 antagonist	CHRM4 PAM	CHRM4 agonist	M1 PAM parental	M1 ag parental
Cc1ccc(C(=O)Oc2cccc(NC(=O)c3ccccc3)c2)cc1C	-8	-6	8	-6	-3	4	2	11	1.3
COc1ccc(NC(=O)c2sc3ncn(CC(=O)N4CCCCC4)c(=O)c3c2C)cc1OC	-2	-1	2	-10	-4	-2	2	-4	0.8
COc1ccccc1OCc1ccc(C(=O)N(C)c2ccccc2)o1	0	-3	-2	-3	-2	1	2	4	1.7
Cc1ccc(-n2c(=S)[nH]c3sc4c(c3c2=O)CCC4)cc1	-3	0	7	-3	15	12	-1	0	-0.3
Cn1c(=O)c2c(nc(N3CCc4ccccc4C3)n2Cc2ccc(Br)cc2)n(C)c1=O	4	-1	-8	-10	-4	6	1	22	2.0
O=C(CCc1nc2ccccc2[nH]1)NCc1ccc2c(c1)OCO2	-5	1	3	15	-6	7	1	-5	0.2
CN(C)S(=O)(=O)c1ccc(C(=O)OCC(=O)c2csc(N3CCCCC3)n2)cc1	9	4	-3	-21	-10	4	3	15	3.2
Cc1nc(S(=O)(=O)NC2CCCCC2)c(C#N)c(C)c1Cl	-2	-5	4	0	11	-3	2	12	1.3
COC(=O)C1(Cc2cc(-c3ccc(OC)cc3OC)no2)CCN(C(=O)OC(C)(C)C)CC1	0	1	11	-13	-9	-2	3	-3	-0.3
O=C(C(=O)N1CCN(c2cccc(Cl)c2)CC1)c1c[nH]c2ccccc12	1	-4	4	-7	-8	0	12	19	1.5

Next part; it opens with the 2 that closed the last part.
SMILES	CHRM5 PAM	M5 ag	M5 antag	CHO-K1 Ca antag	CHRM4 antagonist	CHRM4 PAM	CHRM4 agonist	M1 PAM parental	M1 ag parental
COC(=O)C1(Cc2cc(-c3ccc(OC)cc3OC)no2)CCN(C(=O)OC(C)(C)C)CC1	0	1	11	-13	-9	-2	3	-3	-0.3
O=C(C(=O)N1CCN(c2cccc(Cl)c2)CC1)c1c[nH]c2ccccc12	1	-4	4	-7	-8	0	12	19	1.5
O=C(NC1CCCC1)c1ccc(CSc2nc3ccncc3n2Cc2ccc(F)cc2)cc1	-3	-3	-1	-11	-1	-1	1	22	3.5
O=C(OC(C(=O)NC1CCCC1)c1ccccc1F)c1ccco1 (configuration not stated)	-3	-2	0	11	-1	1	0	-3	-0.1
CSc1ccc(C(=O)NCC(c2ccco2)N(C)C)cc1[N+](=O)[O-] (configuration not stated)	1	-6	-9	-12	1	-2	4	5	0.9
COc1ccc(CC2(CO)CCN(Cc3ccc4nsnc4c3)CC2)cc1	3	-8	12	-17	2	-4	1	-3	1.5
CC(C)Cn1c(N)c(C(=O)COC(=O)CCc2nc3ccccc3c(=O)[nH]2)c(=O)n(C)c1=O	-13	5	6	-4	4	7	13	-2	4.3
CCN(CC(=O)NCc1ccncc1)S(=O)(=O)c1ccccc1	1	-1	11	-9	9	-1	0	19	-0.2
COc1cc(/C=C(\NC(C)=O)C(=O)Nc2cccc(O)c2)ccc1OC(C)=O	-14	2	9	-5	-8	-7	16	23	5.0
c1ccc(-c2ccncn2)cc1	-7	2	6	-5	5	1	0	3	0.9
O=C(C1CC1)N1CCc2cc(Br)cc(S(=O)(=O)NCCCN3CCCCC3)c21	-4	-5	19	-7	9	-8	2	1	-0.9
Cc1ccccc1C(=O)OCn1nnc2ccccc2c1=O	-1	0	-4	-9	-6	1	1	15	0.4
O=C1NC(SCCCF)=N/C1=C/c1ccc(-n2cncn2)cc1	3	6	4	-13	-5	-5	1	15	0.7
COc1ccccc1C(=O)NC(=O)COC(=O)c1nc(Cl)ccc1Cl	-3	-5	7	3	7	7	1	-5	0.6
Cc1cc2[nH]c(=O)c(=O)[nH]c2cc1S(=O)(=O)N1CCN(c2cccc(Cl)c2)CC1	-5	-1	-3	15	-10	1	0	1	-0.6
COc1ccc(N2C(=O)CCC(C(=O)O)C2c2ccc(F)cc2)cc1 (configuration not stated)	5	-3	-5	-10	6	8	0	17	-0.1
Cc1ccc(C)n1-c1cccc(C(=O)Nc2ccccc2)c1	2	0	0	10	-7	-5	6	-18	1.3
CCCc1nc(NCc2ccccn2)c2nnn(Cc3ccccc3F)c2n1	-6	2	8	30*	17	8	2	-3	0.3
O=C(NCc1cccs1)c1ccc2sc([C@H]3C[C@H](O)[C@@H](CO)O3)nc2c1	-2	1	7	0	-6	2	1	-4	0.4
CC(C)c1cc(N2CCOCC2)n2ncc(-c3ccccc3)c2n1	6	-1	3	-2	-14	3	1	-7	-0.6
COCCN1CCn2c(nc3cc(NC(=O)NC4CCCCC4)ccc32)C1	6	2	-2	11	5	5	0	10	0.0
CC(=O)Nc1ccc(NC(=O)C(Sc2ccccc2)c2ccccc2)cc1 (configuration not stated)	-8	-1	16	3	1	0	3	-4	1.0
O=C(CN(C(=O)CNS(=O)(=O)c1ccccc1)c1ccc(Cl)cc1)NCC1CCCO1 (configuration not stated)	1	-2	7	-17	-3	5	2	11	1.5
Cc1ccc(NC(NC(=O)c2ccccc2[N+](=O)[O-])C(Cl)(Cl)Cl)cc1 (configuration not stated)	-1	-1	2	-1	-1	0	2	17	2.5
CCOc1cc(N2CCOCC2)c(OCC)cc1NC(=O)CCC1CCCC1	10	-7	8	-13	-2	5	1	11	0.6
COc1ccc(-c2coc3c(C(=O)NCc4ccc(OC)c(OC)c4)cccc23)c(C)c1	-15	6	36*	23	37*	-10	16	1	13
Cc1ccccc1OCC(=O)Nc1sc2c(c1C#N)CC(C)(C)NC2(C)C	-5	-1	12	-12	-18	-2	10	2	7.4
CCOC(=O)c1c(C)[nH]c(C)c1C(=O)COC(=O)COc1ccc(Cl)c(C)c1	-6	-3	4	-6	-6	-3	7	5	5.2
Nc1nc(SCC(=O)Nc2ccc(Cl)cc2)[nH]c(=O)c1-c1ccccc1	5	-1	-2	-10	-9	5	2	20	0.5
N#CCOc1nc(N2CCCCC2)nc(N2CCCCC2)n1	-5	-5	-1	9	0	-12	-1	-6	-0.2
COc1ccc(-c2nnc(SC(C)C(=O)NC3CC3)o2)cc1 (configuration not stated)	1	-1	-1	-9	-3	8	1	13	-0.7
Cc1ccc(N2C(=O)CC3(CCCC3)CC2=O)cc1	-7	-2	16	-12	-9	2	0	17	0.9
O=C(C(Cl)Cl)N1CCN(Cc2ccccc2)CC1	2	-1	-3	0	-5	11	1	12	-0.1
N#C/C(=C\c1cccn1S(=O)(=O)c1cccc(C#N)c1)S(=O)(=O)c1ccc(F)cc1	2	-2	5	-3	-6	1	3	15	0.9
C=CCOc1ccc(CNc2nccs2)cc1OCC	7	-8	-5	-14	-10	0	-1	18	-0.5
COc1ccc(NC(=S)Nc2ccccc2Cl)cn1	5	1	-1	-22	12	-1	3	0	1.3
COc1ccc(NC(=O)NC2(C(=O)N3CCCCCC3)CCCCC2)cc1	4	-1	-10	-2	0	-1	1	-1	-0.2
Cc1cc(NC(=O)c2cccc(S(=O)(=O)N3CCCCC3)c2)no1	-5	-2	18	-11	12	1	1	18	1.2
O=C(O)c1cc(NC(=O)C2CCCO2)cc(C(=O)O)c1 (configuration not stated)	0	1	-2	0	-4	0	1	2	0.1
O=C(NCc1ccc2c(c1)OCO2)C(=O)Nc1ccccc1	8	0	-6	8	-7	-3	1	-4	-0.2
COc1cccc(N2CC(O)=C(c3nc4ccccc4s3)C2=N)c1	-1	0	2	6	3	-3	2	7	1.2
CNC(=S)Nc1cccc(C(=O)O)c1	1	0	6	-13	2	-5	-1	20	0.7
COc1ccc(NC(=O)c2cnn(-c3ccccc3)c2C)cc1	-1	-1	-1	-8	-5	0	4	4	0.8
COc1cc(C)ccc1NC(=O)Cc1csc(NC(=O)Nc2ccccc2OC)n1	-3	0	3	-9	-14	6	4	-12	0.3
CCCCC(=O)Nc1ccc2c(c1)nc1n2CCOC1	-1	-1	-5	-7	-9	2	0	0	0.6
CCOC(=O)N1CCC(c2[nH][nH]c(=O)c2C)CC1	-3	-1	-5	-3	0	0	0	10	0.2
COC(=O)c1ccc(COC(=O)CCc2nc(-c3ccccc3)c(-c3ccccc3)o2)cc1	-10	-4	-8	-45	-8	2	2	32	1.5
CC(=O)OC(COc1cccc(C)c1)Cn1cnc2ccccc21 (configuration not stated)	-3	-1	9	-7	-7	8	4	9	1.8
NC(=O)c1nsc(C(=O)N(CCCN2CCOCC2)C(C(=O)NC2CCCCC2)c2ccc(Cl)cc2)c1N (configuration not stated)	3	-3	-2	-11	-9	3	1	9	0.1
CCNC(=O)COC(=O)c1cc(S(=O)(=O)N2CCCc3ccccc32)ccc1Cl	-1	-2	-2	-2	4	-13	3	10	2.1
Cc1cccc(NC(=O)c2cccc(Cn3cc(Br)c([N+](=O)[O-])n3)c2)c1C	1	-5	-2	-14	-6	12	3	18	4.6

Among those listed so far, these have an NH in an aromatic ring:
SMILES	CHRM5 PAM	M5 ag	M5 antag	CHO-K1 Ca antag	CHRM4 antagonist	CHRM4 PAM	CHRM4 agonist	M1 PAM parental	M1 ag parental
Cc1ccc(-n2c(=S)[nH]c3sc4c(c3c2=O)CCC4)cc1	-3	0	7	-3	15	12	-1	0	-0.3
O=C(CCc1nc2ccccc2[nH]1)NCc1ccc2c(c1)OCO2	-5	1	3	15	-6	7	1	-5	0.2
O=C(C(=O)N1CCN(c2cccc(Cl)c2)CC1)c1c[nH]c2ccccc12	1	-4	4	-7	-8	0	12	19	1.5
CC(C)Cn1c(N)c(C(=O)COC(=O)CCc2nc3ccccc3c(=O)[nH]2)c(=O)n(C)c1=O	-13	5	6	-4	4	7	13	-2	4.3
Cc1cc2[nH]c(=O)c(=O)[nH]c2cc1S(=O)(=O)N1CCN(c2cccc(Cl)c2)CC1	-5	-1	-3	15	-10	1	0	1	-0.6
CCOC(=O)c1c(C)[nH]c(C)c1C(=O)COC(=O)COc1ccc(Cl)c(C)c1	-6	-3	4	-6	-6	-3	7	5	5.2
Nc1nc(SCC(=O)Nc2ccc(Cl)cc2)[nH]c(=O)c1-c1ccccc1	5	-1	-2	-10	-9	5	2	20	0.5
CCOC(=O)N1CCC(c2[nH][nH]c(=O)c2C)CC1	-3	-1	-5	-3	0	0	0	10	0.2

High-throughput results: PubChem, The Scripps Research Institute Molecular Screening Center

Not a hit list, and some 2.7% of all compounds hit somewhere here.
